# UHRF1 binding = human UHRF1 methylated DNA binding inhibitors. UHRF1 binding to methylated oligo, TR-FRET. actives 0.75% (n = 370,000). inhibition, % at 4.4 µM. Q96T88. AID 687016; in the data active = inhibition above about 21%;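 also: UHRF1 SRA domain binding a hemimethylated CpG hairpin DNA probe; 0% = median of test compound wells and 100% = reference inhibitor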
# LEDGF integ inh = blocks HIV-1 LEDGF/p75-dependent DNA integration | TR-FRET IN-LEDGF/p75 DNA integration, Eu/Cy5 | inhibition, % at 3.7 µM | actives 0.64% (n = 370,000);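 active = inhibition above the screen-wide mean plus 3 SD, cut at about 13% in these data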;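 also: signal is the Cy5 over europium emission ratio at 671 and 618 nm; 0% = plate median of compound wells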
# PRMT1 FP inh = blocks human protein arginine methyltransferase 1; AID 652257; recombinant PRMT1, activity-based probe fluorescence polarization; inhibition, % at 2.79 µM; actives 1.3% (n = 370,000);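 active = inhibition above about 21% made by adding two undisclosed values, limit read from the data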
# Target sequence (Q99873 whole entry, looked up): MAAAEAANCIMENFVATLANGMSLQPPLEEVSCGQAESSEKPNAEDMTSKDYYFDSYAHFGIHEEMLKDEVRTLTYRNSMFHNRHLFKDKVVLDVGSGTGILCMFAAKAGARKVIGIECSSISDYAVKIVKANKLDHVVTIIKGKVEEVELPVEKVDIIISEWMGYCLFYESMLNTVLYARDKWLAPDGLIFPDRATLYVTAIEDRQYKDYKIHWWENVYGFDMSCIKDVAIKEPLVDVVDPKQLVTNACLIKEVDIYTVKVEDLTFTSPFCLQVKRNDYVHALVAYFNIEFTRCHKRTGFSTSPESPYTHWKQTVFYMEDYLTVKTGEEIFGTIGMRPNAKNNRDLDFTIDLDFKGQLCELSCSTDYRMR
# PG9 binder = small molecules binding HIV-1 gp120 antibody PG9 | actives 0.43% (n = 360,000) | TR-FRET gp120-PG9 antibody binding | inhibition, % at 6.7 µM; in the data active = inhibition above about 8.5%
# HTRA1 inh = inhibitors of human serine peptidase HTRA1; actives 0.5% (n = 340,000); inhibition, % at 5.96 µM; recombinant HTRA1, FP-rhodamine activity-based probe, fluorescence polarization; in the data active = inhibition above about 36%;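 also: 0% = enzyme with DMSO and 100% = wells lacking enzyme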
# rCAG RNA binder = r(CAG) repeat RNA binding; TO-PRO-1 dye displacement fluorescence; inhibition, % at 3 µM; actives 1.3% (n = 370,000);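 active = inhibition above the plate cutoff, the mean of all test compounds on that plate plus 3 SD, cut at about 35% in these data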;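 also: 0% = DMSO alone and 100% = 100 µM mitoxantrone as full dye displacement; higher means more dye released from RNA so lower well fluorescence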
# mABHD4 FP = inhibits mouse alpha/beta hydrolase domain 4; Q8VD66; purified mABHD4, FP-Rh probe fluorescence polarization; inhibition, % at 8.92 µM; actives 0.54% (n = 370,000);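 active = inhibition exceeding the mean over every tested compound plus 3 SD, cut at about 30% in these data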;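 also: 0% = plate median of compound wells and 100% = S159A mutant with DMSO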
#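 Assay system: Wild-type mouse ABHD4 protein | Medium: HEPES pH 7.0 buffer, 150 mM NaCl, 0.01% Pluronic F-127 | Incubation: Enzyme–compound pre-incubation 45 min, then probe 60 min, both 25 °C | Technique: Fluorescence polarization with parallel and perpendicular emission, 525/598 nm | Evaluation: % inhibition of FP-Rh probe binding versus controls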
# MBD2 DNA inh = inhibitors of human MBD2 binding to methylated oligonucleotide; Q9UBB5; TR-FRET; inhibition, % at 4.4 µM; actives 0.31% (n = 370,000); in the data active = inhibition above about 13%
# Target sequence (Q9UBB5 whole entry, looked up): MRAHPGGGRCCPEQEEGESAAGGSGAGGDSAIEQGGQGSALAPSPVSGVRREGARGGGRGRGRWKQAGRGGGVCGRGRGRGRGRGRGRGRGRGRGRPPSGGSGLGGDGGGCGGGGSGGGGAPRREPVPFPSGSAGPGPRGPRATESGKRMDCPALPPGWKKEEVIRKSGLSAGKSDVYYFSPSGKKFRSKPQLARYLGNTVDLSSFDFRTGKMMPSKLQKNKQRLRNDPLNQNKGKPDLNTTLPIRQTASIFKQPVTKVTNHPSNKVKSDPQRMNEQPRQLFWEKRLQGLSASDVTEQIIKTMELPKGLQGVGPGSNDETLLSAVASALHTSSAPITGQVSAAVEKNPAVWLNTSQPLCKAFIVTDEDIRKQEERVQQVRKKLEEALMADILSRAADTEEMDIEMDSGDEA
# NR1D1 modulator = modulators of human Rev-erb alpha DNA binding; activity, % at 10 µM; actives 0.79% (n = 370,000); Rev-erbα–FITC-DNA binding, fluorescence polarization, 90 min;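 active = activity above about 14%, limit read from the data; passing the limit was not always enough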;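 also: 0% = DMSO wells with 35 nM protein and 100% = DMSO wells with 750 nM protein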
# TCR CD3 inh = inhibitors of human TCR-CD3 interaction; inhibition, % at 9.4 µM; actives 0.37% (n = 360,000); AID 651800; TAMRA-labeled TCR probe fluorescence, biochemical; in the data active = inhibition above about 19%;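 also: recombinant mutant TCR 2C K166C tagged with TAMRA read by polarization; 0% = receptor in buffer alone and 100% = receptor with positive control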
# * = called active by the depositor; . = not tested or not shown.
SMILES,UHRF1 binding,LEDGF integ inh,PRMT1 FP inh,PG9 binder,HTRA1 inh,rCAG RNA binder,mABHD4 FP,MBD2 DNA inh,NR1D1 modulator,TCR CD3 inh
CC(C)[C@H](NC(=O)[C@@H]1CSC2c3ccccc3C(=O)N21)C(=O)NC1CCCCC1 (stereo not given in full),7,-4,1,-1.8,-8,-3,2,1,-3,6
CCOc1ccccc1/C=C(/NC(=O)c1ccccc1)C(=O)NCC(=O)O,16,-1,2,-0.5,-4,1,13,5,1,-3
CC(=O)Oc1cc(OC(C)=O)c2c(=O)c(-c3ccc4c(c3)OCCCO4)c(C)oc2c1,1,9,-3,-0.6,5,2,-7,0,0,5
COc1cc2c(cc1NC(=O)c1ccc3c(c1)OCO3)oc1ccccc12,-1,0,-3,-1.7,-11,3,-4,-4,0,4
CCCc1cc(=O)[nH]c(SCC(=O)Nc2cccc3ccccc23)n1,0,2,3,2.0,3,18,-3,3,0,-6
Cc1ccc(NC(=O)NCC2CCN(Cc3cc(C)ccc3Cl)CC2)c(C)c1,2,1,3,1.8,-6,-2,2,1,-4,-6
CCOc1ccc(NC(=O)Nc2nnc(CC(=O)NCc3ccccc3)s2)cc1,1,0,1,-0.4,7,23,3,1,0,-3
O=C(Cc1ccc(Cl)cc1)NNC(=O)C(=O)NC1CCCCC1,-1,0,-3,-2.2,0,1,1,-5,8,2
Cn1c(=O)c2c(ncn2CCCc2ccccc2)n(C)c1=O,2,-2,0,0.6,-1,-3,-3,1,1,5
CCCCCn1nc(C)c2c(C)cc(=O)[nH]c21,-1,0,-4,-0.3,-6,-3,5,-5,-1,-2
CC1=C(C(=O)Nc2ccc(F)cc2)C(c2ccc(C)o2)C2=C(CC(C)(C)CC2=O)N1 (stereo not given),-1,1,2,1.3,7,-4,2,5,-3,-3
COc1cccc(-c2nnc(SCC(=O)Nc3cc(C)on3)o2)c1,0,3,-3,-0.7,5,-1,0,7,-1,-9
Cc1ccc(S(=O)(=O)N2CCCCC2)cc1NC(=O)C1=NN(c2ccccc2)C(=O)CC1,0,-4,0,0.5,-7,4,3,1,-4,1
CCCn1nnc(NC(=O)c2cccc(OCC(C)C)c2)n1,-1,-1,1,0.1,4,-6,1,-1,-2,3
CCN(C(=O)Cn1nc(C)c([N+](=O)[O-])c1C)C1CCS(=O)(=O)C1 (stereo not given),1,0,0,2.1,0,-3,-4,-4,-2,6
C=CCNC(=S)N1CCN(CCN=Cc2c(C)[nH]n(-c3ccc([N+](=O)[O-])cc3)c2=O)CC1,2,4,0,-0.4,0,0,-6,-1,2,2
O=C1NCCCC2c3cc(O)c4ccccc4c3OC12N1CCCCC1 (stereo not given),4,13,15,0.5,.,8,27,-3,2,5
COc1ccc(-c2cc(C(=O)NC3CCCC3)c3ccccc3n2)cc1,0,0,2,-0.1,-5,4,2,-6,3,7
Cn1c(Cc2cccs2)nnc1SCC(=O)Nc1ccc(OCc2ccccc2)cc1,-1,2,-5,.,.,3,0,4,3,.
Cc1ccccc1NC(=O)Cc1nc(COC(=O)CCc2ccccc2)cs1,8,6,-3,-1.5,-6,6,53*,-2,-3,4
O=[N+]([O-])c1ccc2nc(Cl)nc(-c3ccccc3)c2c1,-2,-2,1,-1.7,-1,3,-3,0,1,4
CC(Cc1cccs1)NC(=S)Nc1ccccc1 (stereo not given),-1,-2,-3,-1.9,2,-2,0,4,-5,-2
COc1cc(Nc2c3c(nc4ccccc24)CCC3)cc(OC)c1OC,0,3,-2,-0.5,6,-2,-1,0,4,0
O=C(COC(=O)c1ccc(CNS(=O)(=O)c2ccc(F)c(Cl)c2)cc1)NCC1CCCCC1,2,-2,-1,-1.4,-7,1,-3,-1,-1,4
COc1ccc(NC(=O)Nc2ccc(C)cc2Br)c(OC)c1,2,5,-7,-3.1,-3,-1,1,0,4,3
O=C(NCCc1nc2ccccc2[nH]1)/C(=C/c1ccc2c(c1)OCO2)NC(=O)c1ccc(Cl)cc1Cl,-4,2,-3,-1.4,-16,1,-10,-7,11,4
COc1ccc(Cl)cc1NC(=S)N1CCN(c2ncccn2)CC1,0,6,-2,-1.9,-1,-9,-4,-2,-1,-2
CC(=O)c1ccc(S(=O)(=O)NCCC(=O)N2CCN(c3ccccn3)CC2)cc1,2,-6,7,-1.1,-6,6,-16,8,6,-5
COC(=O)Cc1cc(=O)[nH]c(/N=C(\N)Nc2ccc(C(C)C)cc2)n1,-2,0,-3,-0.1,-1,-6,2,-1,-1,1
COc1ccc(NC(=O)C2(C)CCN2C(=O)Cc2ccc(Cl)cc2Cl)cc1OC (stereo not given),4,4,-2,1.0,.,-1,3,1,-3,4
O=S(=O)(Cc1nc2ccccc2s1)c1ccccc1,2,1,-1,-0.4,-2,-1,5,4,8,-1
COC(=O)CN(c1ccc(C)cc1)S(=O)(=O)c1c(C)[nH]c(=O)[nH]c1=O,-1,5,2,-2.2,-4,0,-8,-3,-7,3
CC(C)(C)OC(=O)N1CCCC1C(=O)N1CCc2ccccc21 (stereo not given),2,-3,1,0.0,-4,-6,2,0,-2,-1
O=C(NCCC1=CCCCC1)c1cc2ccccc2oc1=O,5,-1,2,-0.8,-4,-4,2,2,-2,3
CCc1ccc2c(c1)C(O)(CC(=O)c1cccs1)C(=O)N2 (stereo not given),-5,-2,-3,-0.9,10,2,0,-1,-4,-1
O=S(=O)(NCc1ccccc1Cl)c1cccs1,-1,1,-1,-1.3,3,-3,3,-1,2,1
Cc1ccc(CSCC(=O)Nc2cc(S(=O)(=O)N3CCOCC3)ccc2OCC(F)(F)F)cc1,-1,9,1,0.9,-25,6,-3,-2,5,8
C[C@@H]1CN(c2nc3nonc3nc2N2CCSCC2)C[C@H](C)O1,-1,-1,-1,-0.6,.,-2,7,4,-5,6
Cc1ccc(C(=O)C2CCN(CC(=O)N3CCOCC3)CC2)cc1,3,0,3,.,.,0,1,-4,0,.
Cc1ccc(/C=C/C(=O)O)cc1S(=O)(=O)Nc1ccccc1C(=O)O,8,4,3,-3.9,8,8,-12,3,-3,3

# A draw from above in order of heavy-atom count, lowest first:
SMILES,UHRF1 binding,LEDGF integ inh,PRMT1 FP inh,PG9 binder,HTRA1 inh,rCAG RNA binder,mABHD4 FP,MBD2 DNA inh,NR1D1 modulator,TCR CD3 inh
O=S(=O)(NCc1ccccc1Cl)c1cccs1,-1,1,-1,-1.3,3,-3,3,-1,2,1
O=S(=O)(Cc1nc2ccccc2s1)c1ccccc1,2,1,-1,-0.4,-2,-1,5,4,8,-1
CCc1ccc2c(c1)C(O)(CC(=O)c1cccs1)C(=O)N2 (stereo not given),-5,-2,-3,-0.9,10,2,0,-1,-4,-1
O=C(NCCC1=CCCCC1)c1cc2ccccc2oc1=O,5,-1,2,-0.8,-4,-4,2,2,-2,3
C[C@@H]1CN(c2nc3nonc3nc2N2CCSCC2)C[C@H](C)O1,-1,-1,-1,-0.6,.,-2,7,4,-5,6
Cc1ccc(C(=O)C2CCN(CC(=O)N3CCOCC3)CC2)cc1,3,0,3,.,.,0,1,-4,0,.
COC(=O)CN(c1ccc(C)cc1)S(=O)(=O)c1c(C)[nH]c(=O)[nH]c1=O,-1,5,2,-2.2,-4,0,-8,-3,-7,3

# Later entries.
SMILES,UHRF1 binding,LEDGF integ inh,PRMT1 FP inh,PG9 binder,HTRA1 inh,rCAG RNA binder,mABHD4 FP,MBD2 DNA inh,NR1D1 modulator,TCR CD3 inh
O=C(N/N=C/c1cn(-c2ccccc2)nc1-c1cc2ccccc2o1)c1cccnc1,4,-3,0,-3.5,-11,5,-3,0,-6,-3
CCn1nc(C)cc1C(=O)NC1CCCc2c1cnn2-c1ccc(C)c(C)c1 (stereo not given),0,1,1,-0.9,-10,-11,5,3,6,-2
COc1ccccc1NS(=O)(=O)c1cccc(C(=O)N/N=C/c2ccc(C)o2)c1,-3,-2,0,0.1,-4,8,-3,-6,-3,-4
CC(NC(=O)c1cc2sccc2n1C)c1ccc2c(c1)OCCO2 (stereo not given),-3,0,1,-1.8,-9,2,-5,-4,0,1
CN(Cc1ccc(C(F)(F)F)cc1)C(=O)c1ccc2ccccc2n1,2,-2,-1,0.6,-5,-7,3,-2,4,5
CN(C)/N=C/c1ccc(OC(=O)c2cccc([N+](=O)[O-])c2)cc1,0,3,0,0.0,-1,-4,13,3,3,-1
CNc1nc(-c2ccc3c(c2)CCN3C(=O)c2ccccc2F)cs1,-1,-3,4,-0.5,-5,4,12,4,-3,-1
CN(CC(=O)Nc1ccccc1Br)Cc1nc2ccccc2c(=O)[nH]1,-1,3,1,-0.4,-2,-4,-5,-1,-3,0

# Single records, from the list above. Values in the order: UHRF1 binding, LEDGF integ inh, PRMT1 FP inh, PG9 binder, HTRA1 inh, rCAG RNA binder, mABHD4 FP, MBD2 DNA inh, NR1D1 modulator, TCR CD3 inh
# Listed for `CN(C)/N=C/c1ccc(OC(=O)c2cccc([N+](=O)[O-])c2)cc1` = 0, 3, 0, 0.0, -1, -4, 13, 3, 3, -1
# Listed for `CNc1nc(-c2ccc3c(c2)CCN3C(=O)c2ccccc2F)cs1` = -1, -3, 4, -0.5, -5, 4, 12, 4, -3, -1

# This is a subset (hit frequency here may not be typical).
